Bioassay records (PubChem BioAssay)
Nrf2 inh: Nrf2 pathway inhibition; hit rate 2.1% among 360,000; A549 ARE-Fluc reporter, luciferase luminescence, 18-24 h; AID 504444; Potency, µM (highest dose often 46 µM), for the others: top-dose activity change, negative = inhibition, most hits filed as inhibitors; also: potency is read from the fitted curve at half-maximal effect; % is scaled to controls: 0 for no effect and ±100 for the full control effect; nearly all actives have a fitted effect of over 60% in size
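A549 ARE_Fluc cells, 5000/well, 5% FBS OPTI-MEM; compounds in dose-response, 18-24 h at 37 °C/5% CO2; CellTiter-Fluor viability read (Ex 405/Em 525), then BugLite luciferase luminescence = Nrf2 activity.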
HepG2 tox: counter-screen for TGF-b inhibitors: cytotoxicity in HepG2 cells; HepG2 CAGA-GFP viability, ATP luminescence, 18 h; Potency, µM (titrated, usually from 46.1 µM), for the others: at the top dose activity change, negative = cytotoxicity, usual class: cytotoxic; hit rate 0.76% among 410,000; also: potency is read from the fitted curve at half-maximal effect; some results filed as inactive show a strong effect at the top dose
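CellTiter-Glo luminescence gave cytotoxicity after 18 hours at 37 degrees C. The cells were HepG2 CAGA-GFP in 1% FBS DMEM, stimulated with 500 pg/mL TGF-beta after compound addition. %Activity was normalised to no-cell wells (complete cell-killing) and DMSO (no toxicity), and curves were fitted and classified.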
A549 viability: counter-screen for Nrf2 inhibitors: cytotoxicity in A549 cells | A549 ARE-Fluc cells, CellTiter-Fluor viability, 18-24 h | Potency, µM (highest dose often 46 µM), for inactives: at the top dose activity change, negative = cytotoxicity, hits mostly inhibitors | hit rate 0.16% among 390,000 | AID 504648; also: potency is read from the fitted curve at half-maximal effect; % is scaled to controls: 0 for no effect and ±100 for the full control effect
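A549 ARE-Fluc cells in 5% FBS OPTI-MEM, 5000 cells/well, rested 2 h then exposed to compounds in concentration-response for 18-24 h at 37 °C. Viability by CellTiter-Fluor fluorescence (Ex 405/Em 525) after 30 min; luciferase luminescence (BugLite, 15 min, RT) read afterwards.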
S2 tox: cell viability loss in ATXN counter-screen | S2 cells (HEK-293 line with an ATXN2-luciferase reporter) viability, CellTiter-Fluor protease fluorescence, 24 h | Potency, µM (doses to about 56.7 µM), most hits filed as cytotoxic | hit rate 0.49% among 400,000 | AID 651635; also: potency is read from the fitted curve at half-maximal effect; nearly all actives have a fitted effect of over 40% in size
TGFb SMAD3 inh: blocks TGF-b signaling | Potency, µM (series often up to 46.1 µM), inactives show at the top dose activity, negative = inhibition, usual class: inhibitors | HepG2 CAGA-GFP TGF-b/SMAD3 reporter, GFP fluorescence, 18 h; TGF-beta stimulated, 500 pg/mL final | AID 588855 | hit rate 1.2% among 410,000; also: potency is read from the fitted curve at half-maximal effect; % is scaled to controls: 0 for no effect and ±100 for the full control effect; nearly all actives have a fitted effect of over 65% in size
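Using HEPG2 CAGA-GFP reporter cells at 1000 cells/well, we pinned test compounds, stimulated with recombinant TGF-beta (500 pg/mL final) and measured total well GFP after 18 h.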
ATXN2 expr inh: reduces ATXN2 reporter expression in HEK-293 cells; HEK-293 ATXN2-luciferase reporter, luminescence, 24 h; Potency, µM (series often up to 57 µM), for inactives: at the top dose activity change, negative = inhibition, most hits filed as inhibitors; hit rate 0.72% among 360,000; also: potency is read from the fitted curve at half-maximal effect; % is scaled to controls: 0 for no effect and ±100 for the full control effect; nearly all actives have a fitted effect of over 55% in size
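qHTS (up to 57 uM final) was run with 24 h compound exposure of reporter cells at 37 °C. Each well was multiplexed: SteadyGlo luminescence measured ATXN2-luciferase expression after a fluorogenic Gly-Phe-AFC viability readout (25 uM final).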
IL-1B inflam inh: blocks inflammasome-driven IL-1 beta release | hit rate 4.7% among 360,000 | activity change, % at 57.5 µM | AID 743279 | THP-1 LPS/ATP IL-1B secretion, AlphaLISA, 16 h; hits give low values; in the data active = activity change below about -50%; inconclusive = mostly about -30% to -49%; also: % is scaled to controls: 0 for no effect and ±100 for the full control effect
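THP-1 cells pretreated 1 hr with compounds (up to 57.5 uM final), then stimulated with LPS (250 ng/mL final) plus ATP (1.25 mM final); secreted IL-1B measured by AlphaLISA after 16 hr, decreased signal indicating inhibition.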
Nrf2 activator: activates Nrf2 signaling | AREc32 ARE-luciferase reporter (MCF7-derived line), luminescence, 24 h | Potency, µM (doses to about 46.1 µM), inactives show at the top dose activation, most hits filed as activators | hit rate 0.31% among 410,000; also: potency is read from the fitted curve at half-maximal effect; % of control where 0% means no effect; nearly all actives have a fitted effect of over 65% in size
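Reporter line AREc32 (ARE-Fluc), seeded overnight in OPTI-MEM with 5% FBS; compound pin-transferred, 24 hr at 37 deg C, 5% CO2; luminescent read-out.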
MCF10A rerep: DNA re-replication induction in MCF 10a cells | MCF 10A DNA re-replication, Hoechst nuclear intensity, 48 h | Potency, µM (highest dose often 46.1 µM), for the others: at the highest dose activity, positive = re-replication, actives largely listed as activators | hit rate 2.9% among 350,000 | AID 624296; also: potency is read from the fitted curve at half-maximal effect; % of control where 0% means no effect; nearly all actives have a fitted effect of over 50% in size
* = called active by the depositor; i = inactive; ? = inconclusive; . = not tested or not shown; & = joins results of further samples; [ ] = remark or other dose. Unless noted, calls follow the shape of the dose curve; as a rule, active = well fitted curve in the direction sought with a large enough effect; inconclusive = small, poorly fitted or top-dose-only effect, or another doubt; inactive = no such curve, though single readings can be large; an effect the other way counts as inactive or inconclusive. Compounds were not picked by outcome; about 8.8% have a hit in one of these screens.

SMILES | Nrf2 inh | HepG2 tox | A549 viability | S2 tox | TGFb SMAD3 inh | ATXN2 expr inh | IL-1B inflam inh | Nrf2 activator | MCF10A rerep
O=C(Cc1ccccc1)NNC1CC(=O)N(c2ccc(Oc3ccccc3)cc2)C1=O (stereo unspecified) | -4% | -18% | 0% | i | -1% | -10% | 21 | -0.4% | 1%
Cc1ccc([C@H]2N[C@]3(CCCN(Cc4ccco4)C3=O)[C@H]3C(=O)N(C)C(=O)[C@@H]23)cc1 | . | 24% | . | i | 20% | -2% | 12 | -0.3% | .
COCc1ccc(-c2c(-c3ccccc3OC)sc3cc4c(cc23)OCO4)cc1 | 5% | -20% | 12% | i | 2% | 3% | 25 | 3.1% | 31%
O=C(NCC(=O)N1CCN(Cc2ccccc2)CC1)c1cc(Cl)cc([N+](=O)[O-])c1 | ? | -4% | -17% | i | -35% | -34% | 9 | 0.3% | -11%
Cc1ccc(N/C(=N/S(=O)(=O)c2cccs2)c2ccccc2)c(C)c1 | 10% | -7% | -9% | ? | -11% | 1% | 0 | 0.0% | ?
COc1cccc(CNC(=O)COC(=O)c2c(C)nn(-c3ccccc3)c2Cl)c1 | -4% | -16% | -1% | ? | -4% | -11% | 6 | -0.2% | -2%
Cc1cccc2c(C(=O)N3CCN(c4ccccn4)CC3)cc(-c3cccc(Br)c3)nc12 | ? | -36% | -9% | i | ? | -4% | -12 | 1.9% | -6%
O=C(CC1C(=O)NCCN1Cc1ccc(Cl)c(F)c1)NC1CCC1 (stereo unspecified) | 1% | -1% | 1% | i | 0% | 4% | -2 | 1.5% | 9%
Cc1ccc(C2CC(c3cccc(Cl)c3)n3nc(N)nc3N2)cc1 (stereo unspecified) | -9% | -36% | 7% | i | 2% | -23% | -22 | 0.3% | -4%
CC1CCN(C(c2ccccc2)c2nnnn2C(C)(C)C)CC1 (stereo unspecified) | . | 7% | 0% | i | 23% | -1% | -15 | 0.4% | 3%
O=C(O)c1cccc(Cl)n1 | 9% | 7% | -3% | i | 2% | 3% | 0 | -0.6% | 0%
COc1cc(OC)cc(-c2nc3nc(C)c(CCC(=O)NCc4ccco4)c(C)n3n2)c1 | 9% | -16% | 7% | i | -44% | -3% | ? | 0.0% | -2%
CCC(CO)Oc1cc(NCc2ccccn2)c2ncn(C(C)C)c2c1 (stereo unspecified) | 6% | 0% | -7% | i | 2% | -6% | 4 | 0.2% | 1%
O=C(CSc1oc(-c2ccco2)nc1S(=O)(=O)c1ccc(Cl)cc1)c1ccccc1 | 15%[9.27 µM] | -2% | 8% | i | -51% | -11% | . | 6.1% | .
CN1CCN(C(=O)c2cnn(-c3ccccc3)c2NC(=O)c2ccc([N+](=O)[O-])cc2)CC1 | -9% | -3% | -6% | i | -11% | 2% | 38 | -1.1% | 4%
NC(=O)CC(NC(=O)c1cccc(Br)c1)c1ccc(N2CCCCCC2)c([N+](=O)[O-])c1 (stereo unspecified) | ? | -17% | -13% | i | -13% | -9% | 6 | -1.4% | 4%
O=c1cc2c(c(-c3ccccc3)n1Cc1ccccc1)[C@H](CCO)NC2 | 4% | -10% | 0% | i | 10% | 10% | 4 | -1.0% | ?
COC(=O)CSc1nc(-c2ccccc2)nc2ccc(F)cc12 | -1% | -19% | -16% | . | 2% | . | 4 | 3.0% | 10%
O=C(NCc1ccco1)c1cc(S(=O)(=O)N2CCOCC2)ccc1Br | 3% | -4% | 1% | i | -21% | -4% | -3 | 0.0% | 0%
CCOC(=O)c1cccc(NS(=O)(=O)c2ccc(-c3coc(C)n3)cc2)c1 | . | -14% | 6% | i | -18% | -12% | . | -0.9% | .
COc1ccc(/C=C/C(=O)NC2CCS(=O)(=O)C2)cc1 (stereo unspecified) | 15% | 12% | 1% | i | 10% | 3% | -2 | 1.5% | 0%
CCc1nc2ccc(C(=O)N3CCN(S(=O)(=O)CC)CC3)cn2c1N(CC)CCOC | . | -10% | . | i | -8% | 15% | 40 | 0.1% | .
COc1ccc(CCNC(=O)CSc2nnc(-c3ccc(F)cc3)c3ccccc23)cc1OC | -11% | -41% | 0% | i | ? | -11% | 0 | 0.6% | 9%
CCCCc1cc(=O)oc2c(CN3CCCC3)c(O)c(Cl)cc12 | 14% | 5% | 6% | i | 6% | 1% | 23 | 0.1% | 24%
Cc1cc(C(=O)N2CCc3ccccc3C2)c(C)o1 | ? | 0% | 0% | i | -13% | 32%[activator] | -15 | 2.7% | -2%
CCN(CC(=O)Nc1c(F)cccc1F)C(=O)CCC(=O)c1ccc(C)cc1 | 13% | -3% | 0% | i | ? | 2% | 3 | -0.1% | 0%
CCOC(=O)c1oc2ccccc2c1NC(=O)c1ccc(S(=O)(=O)N(C)C)cc1 | 6% | 4% | 7% | i | -4% | 3% | 20 | -0.4% | 8%
Cc1ccccc1CC1(CO)CCCN(C(=O)c2cc(-c3ccccc3)no2)C1 (stereo unspecified) | 5% | -29% | 9% | i | ? | . | -2 | -0.1% | 15%
C=C(C)Cn1c2ccc(NC(=S)NCc3ccccc3F)cc2c(=O)n1C | . | -2% | . | i | 14% | 3% | -6 | 4.1% | .
c1ccc(-n2c(-c3ccncc3)nnc2-c2cccs2)cc1 | 10% | 0% | -2% | i | 5% | 2% | 6 | 2.3% | -1%

Three compounds out of the list, ordered by formula weight, descending:
SMILES | Nrf2 inh | HepG2 tox | A549 viability | S2 tox | TGFb SMAD3 inh | ATXN2 expr inh | IL-1B inflam inh | Nrf2 activator | MCF10A rerep
CCOC(=O)c1oc2ccccc2c1NC(=O)c1ccc(S(=O)(=O)N(C)C)cc1 | 6% | 4% | 7% | i | -4% | 3% | 20 | -0.4% | 8%
C=C(C)Cn1c2ccc(NC(=S)NCc3ccccc3F)cc2c(=O)n1C | . | -2% | . | i | 14% | 3% | -6 | 4.1% | .
COc1ccc(/C=C/C(=O)NC2CCS(=O)(=O)C2)cc1 (stereo unspecified) | 15% | 12% | 1% | i | 10% | 3% | -2 | 1.5% | 0%

(continued)
SMILES | Nrf2 inh | HepG2 tox | A549 viability | S2 tox | TGFb SMAD3 inh | ATXN2 expr inh | IL-1B inflam inh | Nrf2 activator | MCF10A rerep
O=C(CNC(=O)c1[nH]cnc1C(=O)NC(c1ccccc1)c1ccccc1)OCc1ccccc1 | 14% | -5% | 1% | ? | -9% | -7% | -8 | 0.2% | ?
COC(=O)c1ccc(NC(=S)N2CCN(Cc3ccccc3Cl)CC2)cc1 | -4% | -16% | 2% | i | -12% | 6% | -7 | 2.7% | 27%
CCCCC(=O)Nc1ccc(C(=O)NNC(=O)CCc2ccccc2)cc1 | 9% | 5% | -3% | i | -6% | 4% | 12 | 0.0% | 2%
Cc1ccc(NC(=O)c2ccc(N3C(=O)C4CC=C(Cl)CC4C3=O)cc2)cc1 (stereo unspecified) | -23% | 3% | -8% | i | 3% | 1% | 8 | 0.2% | ?
CC(C)CCN1C(=O)CCC1(C)C(=O)NC1CCCCCCC1 (stereo unspecified) | -5% | 11% | -10% | i | 5% | 2% | 4 | -0.4% | 7%
O=C(CCc1ccccn1)N1CCCC(CNS(=O)(=O)c2cccs2)C1 (stereo unspecified) | 6% | 5% | -1% | i | 2% | 7%[11.3 µM] | 31 | -0.1% | 2%
Cc1cc(OC(=O)c2ccccc2F)c([N+](=O)[O-])c(=O)[nH]1 | -28% | -1% | -3% | ? | 0% | . | 18 | -0.1% | ?
CCCn1c(=N)c(C(=O)NCc2ccccc2)cc2c(=O)n3cccc(C)c3nc21 | . | 3% | 18% | i | 86%[activator] | -3% | . | 0.7% | .
Cc1nnc(SCCc2ccccc2)[nH]c1=O | 9% | -2% | -8% | i | 9% | -3% | 12 | 0.8% | 12%
N#Cc1sc(NCc2ccccn2)nc1Cl | 18% | -6% | 1% | i | 10% | 5% | 2 | 0.2% | 9%
COc1ccc(N(C)C(=O)c2cc3c(s2)-c2c(C)cccc2OC3)c(OC)c1 | 21µM* | -39%&-25% | 15%&-16% | ? | ? | ? | -7 | 4.2%&1.6% | ?
O=C(CS(=O)(=O)Cc1ccccc1)N1CCN(C(=O)c2ccco2)CC1 | 4% | -11% | . | ? | ? | 11% | -13 | 0.2% | 0%
O=C(COc1cccc(C(F)(F)F)c1)Nc1ccc(S(=O)(=O)N2CCCC2)cc1 | ? | -21% | 11% | i | -9% | -2% | -21 | 0.4% | 0%
CCN(CC(=O)Nc1ccc2c(c1)OCCO2)C(=O)CC(NC(C)=O)c1ccccc1 (stereo unspecified) | 9% | 1% | -3% | i | 0% | 2% | -5 | 0.2% | 1%
O=C1CCN(C(=O)Nc2cccc(Cl)c2)N1 | 0% | 1% | -5% | i | -8% | 2% | -19 | 2.6% | 1%
CCN(CC)c1ccc(C(=O)NCc2ccc3c(c2)CCN3C(=O)c2ccccc2)cc1 | . | 4% | -2% | . | -1% | . | . | -0.7% | .
COc1cc(OC)cc(C(=O)NC(C)c2cnn(-c3ccccc3C)c2C)c1 (stereo unspecified) | ? | -12% | -2% | ? | -6% | . | 4 | -1.1% | 3%
O=C(O)C(Cc1ccccc1)N1C(=O)/C(=C/c2cccnc2)SC1=S (stereo unspecified) | 3% | -16% | -6% | i | -7% | 3% | -3 | 2.9% | 9%
CCCn1nc(C(=O)N(C)CC(=O)Nc2ccc(OCC)c(OCC)c2)c2ccccc2c1=O | -4% | 0% | 1% | i | 1% | 12% | 31 | 0.0% | -5%
N#CC(C(=O)c1ccccc1)=C1SCCS1 | 8% | 5% | 1% | i | 16% | 9% | -1 | 3.9% | 0%
CCOC(=O)CNC(c1ccccc1)c1cc(Br)ccc1NC(=O)OCC (stereo unspecified) | -11% | 3% | -7% | i | -12% | -1% | -5 | -1.0% | 19%
